Bioassay records (PubChem BioAssay)
GLP1R ag = qHTS of GLP-1 Receptor Agonists | Glucagon-like peptide 1 receptor (Homo sapiens), P43220 | HEK293 GLP-1R CRE-luciferase, luminescence, 4-6 h; cells express a hypersensitive GLP-1R form | Potency, µM (series often up to 45.6 µM), for inactives: at the top dose activation, hits mostly activators | 380,000 compounds, 0.007% hits | AID 624172, 2012; note: potency is the fitted concentration of half-maximal effect; % of control where 0% means no effect
D3 ag = qHTS of D3 Dopamine Receptor Agonist: qHTS. D(3) dopamine receptor (Homo sapiens), P35462. D3R DiscoveRx beta-arrestin cells, luminescence, 90 min. max activation, %. 410,000 compounds, 0.58% hits. AID 652048, 2013; in the data active = max activation above about 30%; note: 0% is about no effect; mostly tested at two doses, the higher about 12 µM
Target sequence (P35462 whole entry, looked up): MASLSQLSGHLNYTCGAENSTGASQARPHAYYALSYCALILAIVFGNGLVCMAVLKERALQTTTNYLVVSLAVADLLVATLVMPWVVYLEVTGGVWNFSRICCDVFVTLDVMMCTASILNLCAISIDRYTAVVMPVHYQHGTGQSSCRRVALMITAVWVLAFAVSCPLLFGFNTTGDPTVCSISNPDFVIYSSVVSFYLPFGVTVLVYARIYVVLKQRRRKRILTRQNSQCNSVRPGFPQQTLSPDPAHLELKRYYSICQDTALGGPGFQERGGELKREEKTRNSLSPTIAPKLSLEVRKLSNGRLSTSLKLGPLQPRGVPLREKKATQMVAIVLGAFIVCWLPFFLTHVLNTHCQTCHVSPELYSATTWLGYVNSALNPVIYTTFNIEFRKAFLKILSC
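Agonist-mode cell screen: cells plated at 1500/well and incubated overnight at 37 °C, then exposed to library compounds for 90 min at 37 °C. Detection reagent was added for 30–60 min at room temperature, and luminescence was read.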
DRD3 antagonist = qHTS of D3 Dopamine Receptor Antagonist: qHTS. D(3) dopamine receptor (Homo sapiens), P35462. D3R cells, DiscoveRx beta-arrestin luminescence, antagonist mode; stronger effect = lower value. max response, negative = inhibition, %. 360,000 compounds, 2.5% hits. AID 652054, 2013; in the data active = max response below about -50%; inconclusive = no clear call, values can overlap the other calls; note: % is set by controls: 0 for no effect and ±100 for the full control effect; mostly tested at two doses, the higher about 12 µM
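Cells plated overnight at 1500 cells/well, then exposed to library compounds with dopamine controls for 90 minutes at 37 degrees C. DiscoveRx reagent added for 30–60 minutes at room temperature; luminescence read, quantitative HTS format.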
PI5P4Ka inh = qHTS for Inhibitors of phosphatidylinositol 5-phosphate 4-kinase (PI5P4K); AID 652105, 2013; PI5P4Kalpha enzyme, ADP-Glo luminescence, 60 min; stronger effect = lower value; 330,000 compounds, 1.2% hits; Phosphatidylinositol 5-phosphate 4-kinase type-2 alpha (Homo sapiens), P48426; max response, %; active = max response of -50% or lower; inconclusive = between -30% and -50%; inactive = -30% or higher; note: value at the top dose of about 77 µM; % is set by controls: 0 for no effect and ±100 for the full control effect
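PI5P4Kalpha ADP-Glo assay; 5 microM ATP final; 60 min RT reaction; HEPES pH 7.4/EGTA/CHAPS, 5% DMSO; controls lacking substrate or enzyme; luminescent end-point.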
GLP1R cytotox = qHTS of GLP-1 Receptor Inverse Agonists: Cytotox Screen. HEK293 cAMP-luciferase reporter cells, luminescence, 24 h. Potency, µM (series often up to 38.3 µM), for the others: at the top dose activity change, negative = inhibition, most hits filed as inhibitors. 410,000 compounds, 0.13% hits;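 note: loss of luciferase light is scored as toxicity; potency is the fitted concentration of half-maximal effect; % is set by controls: 0 for no effect and ±100 for the full control effect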
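Compound-treated cells are incubated 24 hr at 37 deg C under 5% CO2 after a 12 hour attachment period, then luciferase detection reagent is added and luminescence is measured following 12 min at room temperature; lowered signal indicates toxicity.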
GLP-1R inv ag = qHTS of GLP-1 Receptor Inverse Agonists (Inhibition Mode); Potency, µM (series often up to 38.3 µM), for inactives: top-dose activity change, negative = inhibition, most hits filed as inhibitors; HEK293 GLP-1R CRE-luciferase, luminescence, 24 h; GLP-1R form is constitutively active; AID 624417, 2012; Glucagon-like peptide 1 receptor (Homo sapiens), P43220; 410,000 compounds, 1.6% hits; note: potency is the fitted concentration of half-maximal effect; % is set by controls: 0 for no effect and ±100 for the full control effect; nearly all actives have a fitted effect of over 55% in size
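Assay principle: reduced luminescence from a cAMP-responsive reporter in HEK293 cells co-expressing a constitutively active GLP-1R. Conditions: 24 hr compound incubation, 37 deg C, 5% CO2.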
WRN helicase inh = qHTS for Inhibitors of WRN Helicase | Bifunctional 3'-5' exonuclease/ATP-dependent helicase WRN (Homo sapiens), Q14191 | WRN helicase unwinding, fluorescent forked duplex, kinetic | Potency, µM (titrated, usually from 114 µM), for the others: at the top dose activity change, negative = inhibition, most hits filed as inhibitors | 360,000 compounds, 0.46% hits | AID 651768, 2012; note: potency is the fitted concentration of half-maximal effect; % is set by controls: 0 for no effect and ±100 for the full control effect; nearly all actives have a fitted effect of over 55% in size
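Primary qHTS, 1536-well format. 20 nM WRN + compound, 15 min RT; start with 100 nM forked fluorophore/quencher duplex, 2 mM ATP (final); kinetic read ex 525/em 598 nm.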
IL2 activator = qHTS of IL-2 Activators. IL-2 activation reporter assay, cell-based qHTS; stimulated with anti-CD3/CD4/CD28 beads; in transgenic mouse T cells. activation, % (series mostly up to about 46 µM). 360,000 compounds, 0.065% hits. AID 652025, 2013; in the data active = activation above about 50%; inconclusive = mostly about 30% to 49%; note: 0% is about no effect
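Readout is EGFP and DsRed signal by fluorescent plate cytometry after 18 h at 37 degrees C. Transgenic mouse T cells (750/well) received compound for 60 min before bead stimulation (anti-CD3, anti-CD4, anti-CD28); memory T cells served as non-tolerant control.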
PLK1 PBD block = qHTS for Inhibitors of PLK1-PDB (polo-like kinase 1 - polo-box domain): Primary Screen | Serine/threonine-protein kinase PLK1 (Homo sapiens), P53350 | Plk1 PBD binding of FITC phosphopeptide, fluorescence polarization | Potency, µM, for the others: max response, negative = inhibition, usual class: inhibitors | 360,000 compounds, 2.8% hits | AID 720504, 2013; note: potency is the fitted concentration of half-maximal effect; series mostly up to about 57 µM; % is set by controls: 0 for no effect and ±100 for the full control effect; nearly all actives have a fitted effect of over 65% in size
Target sequence (P53350 whole entry, looked up, the tested form may be a part): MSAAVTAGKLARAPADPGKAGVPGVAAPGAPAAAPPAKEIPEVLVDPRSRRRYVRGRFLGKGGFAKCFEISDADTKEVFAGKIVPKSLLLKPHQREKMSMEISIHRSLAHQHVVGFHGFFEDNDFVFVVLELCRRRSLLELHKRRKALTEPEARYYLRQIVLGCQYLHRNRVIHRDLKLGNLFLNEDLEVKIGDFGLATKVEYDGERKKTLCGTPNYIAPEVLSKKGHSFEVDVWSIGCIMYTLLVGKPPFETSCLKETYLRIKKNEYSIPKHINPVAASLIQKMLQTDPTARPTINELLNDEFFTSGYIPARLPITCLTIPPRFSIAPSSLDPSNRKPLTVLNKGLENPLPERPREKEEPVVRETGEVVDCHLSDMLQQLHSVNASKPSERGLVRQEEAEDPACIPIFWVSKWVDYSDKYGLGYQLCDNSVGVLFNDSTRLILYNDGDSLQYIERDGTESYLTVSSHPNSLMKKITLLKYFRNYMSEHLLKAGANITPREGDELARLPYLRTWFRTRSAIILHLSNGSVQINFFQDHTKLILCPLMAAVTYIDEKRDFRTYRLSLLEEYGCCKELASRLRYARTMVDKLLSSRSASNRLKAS
An asterisk follows results filed as active; ? = inconclusive; nt = no result given; & = joins results of further samples; [ ] = another dose, or the depositor's remark. Unless noted, calls come from the whole dose curve; as a rule, active = well fitted curve in the direction sought with a large enough effect; inconclusive = small, poorly fitted or top-dose-only effect, or another doubt; inactive = no such curve, though single readings can be large; an effect the other way counts as inactive or inconclusive.

#	smiles	GLP1R ag	D3 ag	DRD3 antagonist	PI5P4Ka inh	GLP1R cytotox
1	CN(c1ccccc1)S(=O)(=O)c1cccc(C(=O)OCC(=O)NCc2ccccc2)c1	2%	-3	-1	-1	-21%
2	C/C(=N\NC(=O)c1cc(C)nc2ccccc12)c1ccncc1	-1%	-8	-14	1	-33%
3	COc1cc(C(F)(F)F)c(C(=O)N(C)Cc2ccc(Cl)c(Cl)c2)cn1	18%	5	8	22	-7%
4	O=C1NC(=O)N(Cc2ccccc2F)C1=O	19%	-2	-6	-18	0%
5	O=C(NCc1ccncc1)C(=O)N/N=C/c1cccnc1	4%	5	-1	-3	-2%
6	CCCCN1CC(COCc2ccccc2)Oc2cccc(F)c2S1(=O)=O (stereo not given)	-7%	-11	3	13	9%
7	COC(=O)c1cc(-c2ccc(C)o2)nc2ccccc12	26%	-3	-6	?	168%[activator]
8	COc1ccc(OCCSc2nnc(C)n2-c2ccccc2)cc1	12%	-5	?	nt	-17%
9	Cc1cccc(C)c1NC(=O)Nc1nc(CN(C)C)cs1	-3%	-4	8	-4	-25%
10	Cc1cc(C)cc(Cn2cc(CN3CC(N(C)C)CS3(=O)=O)nn2)c1 (stereo not given)	-1%	5	11	-4	-1%
11	O=C(CN1C(=O)NC2(CCCCCC2)C1=O)NCc1ccccc1Cl	13%	2	3	-3	-13%
12	CCN(CC(=O)Nc1ccccc1OC)Cc1csc(CC(=O)Nc2ccc(C)cc2)n1	18%	-11	-4	5	-17%

#	GLP-1R inv ag	WRN helicase inh	IL2 activator	PLK1 PBD block
1	-4%	-4%	-2.7	4%
2	-17%	-1%	-0.8	5%
3	?	-2%	-4.8	1%
4	-8%	8%	-1.3	-24%
5	8%	1%	1.7	1%
6	?	0%	-0.9	0%
7	16%	?	-0.6	15µM*
8	-26%	3%	-3.8	-9%
9	25%	2%	0.1	-2%
10	3%	3%	0.5	-9%
11	16%	0%	0.3	1%
12	?	-5%	-0.8	-2%

Screen by screen, quoted from above:
Entries 6–11 in GLP-1R inv ag read ?, 16%, -26%, 25%, 3%, 16%
Entries 6–11 in PI5P4Ka inh read 13, ?, nt, -4, -4, -3

New compounds follow
#	smiles	GLP1R ag	D3 ag	DRD3 antagonist	PI5P4Ka inh	GLP1R cytotox
13	Nc1nc(SCC(=O)Nc2ccc(OCc3ccccc3)cc2)n[nH]1	7%	6	6	-8	2%
14	CCOc1ccc(NC(=O)N(C2CCCCC2)C(C)c2cccnc2)cc1 (stereo not given)	-2%	-6	-28	5	4%
15	COc1cc(C2Nc3ccccc3C(=O)N2NS(C)(=O)=O)c([N+](=O)[O-])cc1OC (stereo not given)	1%	10	13	-6	13%
16	COc1ccc(C(C(=O)Nc2c(C)cccc2C)N2CCN(C)CC2)cc1 (stereo not given)	nt	4	12	9	-8%
17	Cc1ccc(NC(=O)c2cncc(Br)c2)c([N+](=O)[O-])c1	1%	3	0	11	20%
18	CCOc1ccc(NS(=O)(=O)c2ccc(NC(=O)C3CCCO3)cc2)cc1 (stereo not given)	-11%	2	0	3	-14%
19	CCn1c(SCC(=O)Nc2cc(C)on2)nnc1-c1cccs1	1%	-1	-14	-3	7%
20	C=CCOC(=O)C1=C[C@H](c2ccc(C(F)(F)F)cc2)[C@@H](CCCO)[C@H](OCC)O1	20%	9	2	15	-4%
21	Cc1ccccc1NC(=O)Cc1nc(COC(=O)c2nc(Cl)ccc2Cl)cs1	-5%	2	1	-3	3%
22	CCn1c(C)c(C)c2cc(C(=O)NCCc3ccco3)ccc21	4%	-8	-11	7	3%
23	O=C(CN1CCOCC1)OCCCc1ccccc1	-6%	0	1	-1	-9%
24	CC(C)n1c(N2CCN(C(=O)Nc3ccccc3)CC2)nc2ccccc21	-11%	6	4	5	-19%

#	GLP-1R inv ag	WRN helicase inh	IL2 activator	PLK1 PBD block
13	28%	-8%	0.7	-1%
14	-19%	1%	0.8	-12%
15	44%[activator]	-1%	-2.1	-9%
16	13%	-5%	0.8	1%
17	8%	-6%	-0.6	-7%
18	-16%	-3%	0.2	0%
19	-2%	9%	-2.8	-10%
20	?	2%	-0.3	-6%
21	-5%	7%	-1.0	-10%
22	?	-12%	-1.4	-12%
23	4%	13%	-2.0	-8%
24	-22%	2%	-1.2	-1%

The results go on:
#	smiles	GLP1R ag	D3 ag	DRD3 antagonist	PI5P4Ka inh	GLP1R cytotox
25	O=S(=O)(NCC(c1ccc2c(c1)OCO2)N1CCOCC1)c1ccc(F)cc1 (stereo not given)	10%	-9	-2	4	-1%
26	CCCS(=O)(=O)NC(=O)C1(C)CCCN(C(=O)c2ccnc(Cl)c2)C1 (stereo not given)	-3%	2	-6	-4	-11%
27	COC(=O)c1cc(S(=O)(=O)N2CCN(c3cccc(OC)c3)CC2)cn1C	0%	21	10	1	-8%
28	Cn1ccnc1SCC(=O)Nc1cccc(Br)c1	-4%	0	nt	nt	-6%
29	CN1C(=O)N(C)C(c2cccc([N+](=O)[O-])c2)C2=C1CCCC2=O (stereo not given)	7%	4	4	-1	-2%
30	COc1ccc(CSc2nnnn2-c2ccc(O)cc2)cc1F	19%	2	5	5	-4%
31	O=C1NC(c2ccccc2)=C(c2ccccc2)C1=O	2%	-1	3	-9	-18%
32	COc1ccc(N2CCC(CNC(=S)Nc3cc(C)ccc3C)C2)cc1 (stereo not given)	0%	-15	-1	6	?
33	Cc1c(/C=N/NC(=O)c2cccnc2)cc(C#N)n1C	0%	9	11	-6	19%
34	CC(C)c1ccccc1NC(=O)CNCCc1ccc(C(F)(F)F)cc1	-2%	-16	-5	8	-7%
35	C=C(C)C(=O)Nc1cccc(C2=NOC3(C2)C[C@@H](C(N)=O)N(C(=O)CCCCC)C3)c1 (stereo not given in full)	-6%	6	5	?	-17%
36	O=[N+]([O-])c1ccc(-c2cnc[nH]2)cc1	4%	-8	-3	6	5%

#	GLP-1R inv ag	WRN helicase inh	IL2 activator	PLK1 PBD block
25	0%	10%	-0.1	-7%
26	25%	4%	0.1	4%
27	7%	7%	-2.9	-1%
28	14%	nt	nt	nt
29	11%	2%	0.3	-4%
30	-31%	-9%	0.4	-2%
31	25%	-5%[57.1 µM]	-0.6	-7%
32	?	3%	-0.6	?
33	13%	7%	-0.8	?
34	?	-1%	-1.1	-14%
35	-1%	40µM*	-2.0	12µM*
36	3%	-34%	0.5	-17%

Single records, as listed above. Values in the order: GLP1R ag, D3 ag, DRD3 antagonist, PI5P4Ka inh, GLP1R cytotox, GLP-1R inv ag, WRN helicase inh, IL2 activator, PLK1 PBD block
CN1C(=O)N(C)C(c2cccc([N+](=O)[O-])c2)C2=C1CCCC2=O (stereo not given) is listed with 7%, 4, 4, -1, -2%, 11%, 2%, 0.3, -4%
CCCS(=O)(=O)NC(=O)C1(C)CCCN(C(=O)c2ccnc(Cl)c2)C1 (stereo not given) is listed with -3%, 2, -6, -4, -11%, 25%, 4%, 0.1, 4%
COc1ccc(N2CCC(CNC(=S)Nc3cc(C)ccc3C)C2)cc1 (stereo not given) is listed with 0%, -15, -1, 6, ?, ?, 3%, -0.6, ?

Other compounds:
#	smiles	GLP1R ag	D3 ag	DRD3 antagonist	PI5P4Ka inh	GLP1R cytotox
37	CCOc1ccc(-c2ccc(/C=C3/C(=N)N4C=CSC4=NC3=O)o2)c([N+](=O)[O-])c1	-3%	3	-20	-10	-4%
38	CC(C)[C@H](NC(=O)c1cccc(CN(Cc2ccccc2)C(=O)/C=C/c2ccccc2)c1)C(=O)O	-1%	-2	46	-3	-4%
39	C/C(=N/OC(=O)c1ccccc1)c1oc(C)nc1C	-3%	0	9	1	-3%
40	O=C(COC(=O)/C=C/c1ccc(C(F)(F)F)cc1)NC1CCS(=O)(=O)C1 (stereo not given)	4%	0	-3	1	-11%
41	CCCC(=O)Nc1c(C(=O)OCC)[nH]c2ccccc12	-2%	-11	-10	0	1%
42	CCOC(=O)C1=C(CSc2nc3c(cc2C#N)CN(C)CC3)OC(N)=C(C#N)C1c1ccc(Cl)cc1 (stereo not given)	-8%	3	-21	?	95%[activator]
43	O=C1C2C3C=CC(C3)C2C(=O)N1CCN1CCN(Cc2ccc([N+](=O)[O-])cc2)CC1 (stereo not given)	12%	-11	?	-7	3%
44	Cc1ccc(C2C(=O)N(C3CCC(C)CC3)CC(=O)N2C2CCCC2)cc1 (stereo not given)	2%	0&-12	14	nt	5%&1%
45	Cc1nn(Cc2ccc(Cl)cc2)c(C)c1NC(=O)CCCn1nc([N+](=O)[O-])c(Cl)c1C	4%	-5	-3	6	-8%
46	CC(=O)c1c(Nc2ccccc2)sc(C(=O)c2ccccc2)c1C	20%	-3	-10	0	0%
47	O=C(O)/C=C/C(=O)NCc1ccccn1	1%	6	7	-5	2%
48	CN1CCN(c2nnc(-c3cccs3)c3ccccc23)CC1	-4%	-7	-12	0	-2%[0.307 µM]

#	GLP-1R inv ag	WRN helicase inh	IL2 activator	PLK1 PBD block
37	4%	-19%	-2.6	-4%
38	3%	-5%	0.1	-10%
39	2%	-13%	0.0	-4%
40	-23%	3%	-3.4	-5%
41	-17%	1%	1.4	-14%
42	-10%	?	-0.4	?
43	-1%	14%	0.4	21µM*
44	2%&0%	-2%	-2.4	0%
45	?	-1%	-0.1	-14%
46	?	-6%	6.0	0%
47	0%	5%	-0.1	-2%
48	16%[0.307 µM]	-6%	-0.1	-6%
